Compound activity deposited in PubChem BioAssay by National Center for Advancing Translational Sciences (NCATS).
NPSR antag: qHTS Assay for Antagonists of the Neuropeptide S Receptor: cAMP Signal Transduction | Q6W5P4 | CHO-NPSR cells, cAMP TR-FRET, antagonist mode | Potency, µM (doses to about 38.3 µM), for inactives: top-dose activity change, negative = inhibition, hits mostly inhibitors | 1% of 220,000 active; note: potency is the fitted concentration of half-maximal effect; % is set by controls: 0 for no effect and ±100 for the full control effect; nearly all actives have a fitted effect of over 50% in size; many of its hits are not listed in these tables
Target sequence (Q6W5P4 whole entry, looked up): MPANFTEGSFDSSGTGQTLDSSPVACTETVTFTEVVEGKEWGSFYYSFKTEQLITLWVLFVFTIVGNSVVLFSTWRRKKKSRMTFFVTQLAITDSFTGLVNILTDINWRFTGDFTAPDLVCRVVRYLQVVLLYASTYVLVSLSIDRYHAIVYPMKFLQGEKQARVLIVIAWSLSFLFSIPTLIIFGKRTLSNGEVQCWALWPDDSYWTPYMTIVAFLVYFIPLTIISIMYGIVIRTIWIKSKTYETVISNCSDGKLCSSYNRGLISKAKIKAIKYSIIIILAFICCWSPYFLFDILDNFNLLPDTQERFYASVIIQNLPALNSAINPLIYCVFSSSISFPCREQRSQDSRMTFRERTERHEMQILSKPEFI
CBFb RUNX1 block: qHTS Assay for Compounds Blocking the Interaction Between CBF-beta and RUNX1 for the Treatment of Acute Myeloid Leukemia; AID 1477, 2009; Potency, µM (doses to about 59.8 µM), inactives show at the highest dose activity, negative = inhibition, hits mostly inhibitors; AlphaScreen CBFb-His/RUNX1-biotin binding, biochemical; Runt-related transcription factor 1 (Homo sapiens) + Core-binding factor subunit beta …; 230,000 tested, under 10 active; note: % of control where 0% means no effect
Target sequence (Q01196 whole entry, looked up): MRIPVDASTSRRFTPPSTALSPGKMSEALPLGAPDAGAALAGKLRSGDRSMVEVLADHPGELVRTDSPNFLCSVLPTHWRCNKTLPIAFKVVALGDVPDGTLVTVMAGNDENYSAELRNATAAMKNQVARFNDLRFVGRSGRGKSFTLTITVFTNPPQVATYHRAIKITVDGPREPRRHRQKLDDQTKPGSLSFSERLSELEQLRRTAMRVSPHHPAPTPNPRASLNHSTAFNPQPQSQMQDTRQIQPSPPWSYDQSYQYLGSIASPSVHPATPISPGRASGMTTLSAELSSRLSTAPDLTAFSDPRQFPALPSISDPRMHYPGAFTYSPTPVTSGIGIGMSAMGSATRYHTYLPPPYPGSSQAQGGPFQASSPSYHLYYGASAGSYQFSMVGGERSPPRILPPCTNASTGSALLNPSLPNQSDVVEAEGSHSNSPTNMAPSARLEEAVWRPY
Target sequence (Q13951 whole entry, looked up): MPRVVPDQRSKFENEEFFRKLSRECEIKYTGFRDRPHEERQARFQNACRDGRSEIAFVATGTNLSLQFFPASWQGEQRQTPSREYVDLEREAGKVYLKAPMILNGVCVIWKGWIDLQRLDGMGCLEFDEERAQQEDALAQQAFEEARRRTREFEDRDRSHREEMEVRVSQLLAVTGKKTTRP
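CBF-beta (His) and RUNX1 (biotin), 30 nM each; 20 min preassociation; + compound, 15 min; + beads 50 ng each (Ni, streptavidin), 90 min; RT; AlphaScreen read.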
KinaseGlo FLuc: Counterscreen for Luciferase (Kinase-Glo TM) Inhibition. Kinase-Glo luciferase, ATP luminescence, 8 min. Potency, µM (highest dose often 38.3 µM), for the others: at the highest dose activity change, negative = inhibition, most hits filed as inhibitors. 0.28% of 200,000 active; note: potency is the fitted concentration of half-maximal effect; % is set by controls: 0 for no effect and ±100 for the full control effect; nearly all actives have a fitted effect of over 60% in size
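Light output from Kinase-Glo luciferase with luciferin and 10 uM ATP in 50 mM imidazole pH 7.2, KCl, MgCl2, Tween 20, BSA; compound pin-delivered, 8-min ambient incubation, then luminescence read.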
IMPase Li cell: qHTS Assay for Identifying the Cell-Membrane Permeable IMPase Inhibitors: Potentiation with Lithium; CHO-M1 cells, IP1 TR-FRET (IP-One), carbachol + lithium; Potency, µM (doses to about 59.4 µM), for the others: top-dose activity, negative = IMPase inhibition, usual class: inhibitors; 0.35% of 210,000 active; AID 1457, 2008;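 note: IP1 builds up when IMPase is blocked and the TR-FRET signal falls; potency is the fitted concentration of half-maximal effect; plate controls were basal vehicle for no effect and high inhibitor control for full effect; nearly all actives have a fitted effect of over 50% in size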
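Test compounds were applied to CHO-M1 cells previously cultured for 16–30 h at 2000 per well. A small lithium amount accompanied them; after 30 min at 37C, IP1 was quantified by TR-FRET.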
Epigenetic reg: Quantitative High-Throughput Screen for Regulators of Epigenetic Control | 0.2% of 280,000 active | Potency, µM (highest dose often 53.9 µM), for inactives: at the highest dose GFP activation, actives largely listed as activators | murine LDR cells, GFP reporter derepression, 30 h; note: potency is the fitted concentration of half-maximal effect; % of control where 0% means no effect; nearly all actives have a fitted effect of over 60% in size
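Derepression of a silenced CMV-GFP reporter in murine LDR cells is scored by enumerating GFP-positive cells with a laser-scanning microplate cytometer after 30 hours of treatment at 37 C.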
HttQ103 aggreg: qHTS Multiplex Assay to Identify Dual Action Probes in a Cell Model of Huntington: Aggregate Formation (GFP). PC12 HttQ103-GFP aggregates, Acumen cytometry, 40 h. Potency, µM (highest dose often 46.1 µM), for the others: at the top dose activity change, negative = inhibition, most hits filed as inhibitors. 1.1% of 220,000 active. AID 1688, 2009; note: potency is the fitted concentration of half-maximal effect; % is set by controls: 0 for no effect and ±100 for the full control effect; nearly all actives have a fitted effect of over 60% in size
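PC12/HTTQ103-GFP, ecdysone-inducible; teb 100 nM; cpd qHTS titration; GFP aggregates read on laser cytometer, Ex 488/Em 500-530 nm.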
L3MBTL1 inh: qHTS Assay for the Inhibitors of L3MBTL1. AlphaScreen L3MBTL1–H3K9me1 peptide binding. 0.66% of 230,000 active. Potency, µM (top dose mostly 57.1 µM), for the others: at the top dose activity, negative = inhibition, actives largely listed as inhibitors. AID 485360, 2010. Lethal(3)malignant brain tumor-like protein 1 (Homo sapiens), Q9Y468; note: potency is the fitted concentration of half-maximal effect; % is set by controls: 0 for no effect and ±100 for the full control effect; nearly all actives have a fitted effect of over 60% in size
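Displacement of a biotinylated histone H3(1-15) peptide monomethylated at Lys9 (75 nM) from L3MBTL1 (50 nM) was measured by AlphaScreen after a 30 min room-temperature compound incubation; cefsulodin titration served as intraplate control.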
* marks the source's active call; other numbers are inactive results; ? = inconclusive; . = no result given; & = joins results of further samples; [ ] = remark or other dose. Calls come from the whole dose curve; as a rule, active = well fitted curve in the direction sought with a large enough effect; inconclusive = small, poorly fitted or top-dose-only effect, or another doubt; inactive = no such curve, though single readings can be large; an effect the other way counts as inactive or inconclusive. Some of the compounds tested; rates above refer to the full screens.

SMILES	NPSR antag	CBFb RUNX1 block	KinaseGlo FLuc	IMPase Li cell	Epigenetic reg	HttQ103 aggreg	L3MBTL1 inh
COc1cc(NC(=O)COC(=O)CCc2cc(OC)c(OC)c(OC)c2)cc(OC)c1	-2%	-11%	-2%	-1%	-2.6%	27%	10%
C=CCOC[C@@H]1CN2[C@H](c3ccc(Br)cc3)[C@@H](C)CC[C@H]2C(=O)O1	.	0%	-4%	8%	-0.3%	.	.
Cc1ccc(C(=O)CSc2n[nH]c(-c3ccco3)n2)cc1C	-16%[46.1 µM]	-2%	3%	20%[38.3 µM]	-2.3%	-10%	.
CC(C)Cn1c(N)c(C(=O)COC(=O)c2cc(-c3ccco3)nc3ccccc23)c(=O)n(C)c1=O	-23%[46.1 µM]	-22%	-2%&0%	-7%	3.8%&-6.3%	5%	8.9µM*
COC(=O)c1ccccc1NC(=O)c1cccc(COc2ccccc2Cl)c1	-17%[46.1 µM]	?	-1%	13%[38.3 µM]	0.5%	-29%	.
O=C(O)c1nc2cc(Cl)c(Cl)cc2[nH]c1=O	.	.	-3%	2%	2.8%	.	.
CCN(CCNC(=O)C1CCN(S(=O)(=O)c2cccc3nsnc23)CC1)c1ccccc1	?	-7%	-4%	-2%[38.3 µM]	-1.1%	14%	-14%
CCNC(=O)N1CCN(C(=O)NCC)CC1	16%	-10%	1%	-6%	-6.6%	9%	4%
CC(O)CCC(=O)NNC1CC(=O)N(c2ccccc2)C1=O (stereo unspecified)	43%	4%	.	.	3.8%	-10%[9.22 µM]	10%
COc1ccc(C(=O)c2coc3ccc(O)c(CN4CCCCC4)c23)cc1	?	-6%	6%	55%[activator][38.3 µM]	0.0%	-10%	-15%
CCOc1ccc(OCC)c(-c2c(=O)n(OCc3ccccc3Br)c3ccccc3[n+]2[O-])c1	?	-12%	-6%	5%[38.3 µM]	1.1%	0%	-8%
Cc1cc(NC(=O)c2ccco2)no1	3%[46.1 µM]	-4%	-5%	8%[38.3 µM]	0.0%	6%	.
Nc1ccc2c(c1)C(=O)C(=O)c1ccccc1-2	10µM*	-3%	?	134%[activator][38.3 µM]	0.7%	0.79µM*	.
COc1ccc(/C=N/n2c(-c3n[nH]c4c3CCC4)n[nH]c2=S)c(OC)c1OC	20%	-2%	.	.	0.1%	3%[9.22 µM]	0%
CC1(C)CC(Nc2ccc(C(F)(F)F)cc2[N+](=O)[O-])CC(C)(C)N1	-9%	2%	-1%	0%	2.2%[10.1 µM]	6%[9.22 µM]	5%
CC(C)OP(=O)(CCP(=O)(OC(C)C)OC(C)C)OC(C)C	-1%[7.67 µM]	3%	.	.	1.1%	-7%[9.22 µM]	10%
N#C/C=C(/c1ccc(F)cc1)N1CCOCC1	12%	-4%	1%	8%	-1.1%	0%	12%
CCN(CC)C(=O)Oc1ccnc2cc(Cl)ccc12	11%	4%	5%	13%	1.7%	7%[9.22 µM]	-1%
CC1CCCN(C(=O)CSCC(=O)Nc2nc(-c3cccs3)cs2)C1 (stereo unspecified)	-19%[46.1 µM]	-2%	-1%	1%[38.3 µM]	0.0%	-2%	.
NC(=O)Cc1nc2scc(-c3ccccc3)c2c(=O)[nH]1	3%	-4%	2%	-3%	-1.9%[10.1 µM]	-3%[9.22 µM]	-5%
Cc1ccc(NC(=O)CCCCCNS(=O)(=O)c2ccc(C)cc2)cc1	-10%	7%	11%	2%	8.7%	-4%	9%
COc1ccc(CC(=O)NC(CC(=O)O)c2cccc([N+](=O)[O-])c2)cc1 (stereo unspecified)	23%	-13%	5%	16%	4.3%	12%	.
CNc1cc(CSC)nc(SCc2ccc(Cl)cc2Cl)n1	?	5%	-1%	23%[38.3 µM]	-2.9%	?	54%[activator]
Cc1ccc(-n2nnnc2-c2ccccc2)cc1	-9%	8%	0%	-2%	1.1%	5%	.
CCCCCCCCOC1OC(CO)C(O)C(O)C1NC(C)=O (stereo unspecified)	-1%[46.1 µM]	1%	0%	-9%[38.3 µM]	-0.9%	-9%	3%
O=C1C=C(NC2=CC3OC(c4ccccc4)OCC3OC2=O)CCC1 (stereo unspecified)	-46%	7%	-1%	22%	2.2%	-16%	1%
Cn1c(C(C#N)C(=O)c2ccco2)nc2ccccc21 (stereo unspecified)	-14%[46.1 µM]	-1%	-5%	-7%[38.3 µM]	-1.6%	8%	-8%
CC1=C(C)CC(C(=O)Nc2ccc(C(=O)N3CCOCC3)cc2)C(C(=O)O)C1 (stereo unspecified)	14%	2%	2%	1%	-1.1%	.	15%
CC1Oc2ccccc2C=C1/C=N/Nc1ccc(C(=O)O)cc1 (stereo unspecified)	?	-3%	.	.	-1.2%	-11%[9.22 µM]	-14%
CC1=C(C(=O)N2CCCCC2)C2(CCC(C)CC2)OC1=O (stereo unspecified)	21%	-3%	-1%	1%	-1.0%	?	45%[activator]
Cc1cc(C2(c3ccc(O)c(C)c3)C(=O)Nc3ccccc32)ccc1O	?	-6%	1%	0%[38.3 µM]	?	-2%	-7%
C/C=C(/C)C(=O)Nc1cccc(C2=NOC3(C2)C[C@@H](C(N)=O)N(C(=O)/C=C/CC)C3)c1 (stereo partly specified)	12%	12%	.	.	-1.6%	-16%[9.22 µM]	.
CC1(C)Cc2c(sc3c2c(=N)n(Cc2ccco2)c(=O)n3CC(=O)Nc2cccc(Cl)c2)CO1	11%[46.1 µM]	3%	4%	-58%[38.3 µM]	-5.0%	-17%	-21%
CCC(C)[C@H](N)c1cn([C@@H](Cc2cc3ccccc3[nH]2)C(=O)N2CCNCC2)nn1 (stereo partly specified)	-27%	-1%	.	-2%	4.7%	-8%[9.22 µM]	-9%
O=C(c1cc([N+](=O)[O-])[nH]n1)N1CCSCC1	-4%[7.67 µM]	-4%	.	.	-0.3%	-8%[9.22 µM]	15%
COC(=O)C1(C)NC(c2cccs2)C2C(=O)N(c3ccc(F)cc3)C(=O)C21 (stereo unspecified)	-5%[7.67 µM]	6%	-2%	-6%[38.3 µM]	0.9%	14%	2%
CC(C)C(NC(=O)OC(C)(C)C)C(=O)N1CCCC1C(=O)NC(Cc1ccccc1)C(N)=O (stereo unspecified)	2%[46.1 µM]	0%	-6%	2%[38.3 µM]	-0.4%	-1%	6%
CCOC(=O)Cc1csc(NC(=O)c2ccc(Br)o2)n1	-12%[46.1 µM]	5%	1%	-5%[38.3 µM]	-2.4%	-3%[9.22 µM]	.
O=C(NCCSc1c[nH]c2ccccc12)c1c(F)cccc1F	21%	13%	.	6%	-0.1%	-8%[9.22 µM]	1%
CCN1C(=O)C(NC(C)=O)c2cc(OC)ccc21 (stereo unspecified)	-6%[46.1 µM]	10%	-6%	8%[38.3 µM]	0.8%	1%	0%

Some of the entries so far, in markdown.
| molecule | NPSR antag | CBFb RUNX1 block | KinaseGlo FLuc | IMPase Li cell | Epigenetic reg | HttQ103 aggreg | L3MBTL1 inh |
| --- | --- | --- | --- | --- | --- | --- | --- |
| Cc1ccc(-n2nnnc2-c2ccccc2)cc1 | -9% | 8% | 0% | -2% | 1.1% | 5% | . |
| CCCCCCCCOC1OC(CO)C(O)C(O)C1NC(C)=O (stereo unspecified) | -1%[46.1 µM] | 1% | 0% | -9%[38.3 µM] | -0.9% | -9% | 3% |
| O=C1C=C(NC2=CC3OC(c4ccccc4)OCC3OC2=O)CCC1 (stereo unspecified) | -46% | 7% | -1% | 22% | 2.2% | -16% | 1% |
| Cn1c(C(C#N)C(=O)c2ccco2)nc2ccccc21 (stereo unspecified) | -14%[46.1 µM] | -1% | -5% | -7%[38.3 µM] | -1.6% | 8% | -8% |
| CC1=C(C)CC(C(=O)Nc2ccc(C(=O)N3CCOCC3)cc2)C(C(=O)O)C1 (stereo unspecified) | 14% | 2% | 2% | 1% | -1.1% | . | 15% |
| CC1Oc2ccccc2C=C1/C=N/Nc1ccc(C(=O)O)cc1 (stereo unspecified) | ? | -3% | . | . | -1.2% | -11%[9.22 µM] | -14% |
| CC1=C(C(=O)N2CCCCC2)C2(CCC(C)CC2)OC1=O (stereo unspecified) | 21% | -3% | -1% | 1% | -1.0% | ? | 45%[activator] |
| Cc1cc(C2(c3ccc(O)c(C)c3)C(=O)Nc3ccccc32)ccc1O | ? | -6% | 1% | 0%[38.3 µM] | ? | -2% | -7% |
| C/C=C(/C)C(=O)Nc1cccc(C2=NOC3(C2)C[C@@H](C(N)=O)N(C(=O)/C=C/CC)C3)c1 (stereo partly specified) | 12% | 12% | . | . | -1.6% | -16%[9.22 µM] | . |
| CC1(C)Cc2c(sc3c2c(=N)n(Cc2ccco2)c(=O)n3CC(=O)Nc2cccc(Cl)c2)CO1 | 11%[46.1 µM] | 3% | 4% | -58%[38.3 µM] | -5.0% | -17% | -21% |

Next entries follow.
SMILES	NPSR antag	CBFb RUNX1 block	KinaseGlo FLuc	IMPase Li cell	Epigenetic reg	HttQ103 aggreg	L3MBTL1 inh
O=C(Nc1nnc(Cc2ccc(Cl)cc2)s1)c1ccco1	0%[46.1 µM]	5%	20%	18%[38.3 µM]	1.0%	-8%	.
O=C(COC(=O)CCC(=O)c1cccs1)NCc1ccc(Cl)cc1	10%	3%	0%	-5%	-2.6%	-1%	?
CC(C)(C)n1nc2c(c1NC(=O)c1ccc(S(=O)(=O)N3CCCCC3)cc1)CS(=O)C2 (stereo unspecified)	0%[46.1 µM]	3%	-2%	0%[38.3 µM]	-0.7%	-2%	1%
Cc1cc(CCN2CCC(=O)NC2=S)ccc1OC(C)C	-9%[46.1 µM]	0%	0%	0%[38.3 µM]	-1.3%	13%	.
CCCNc1[nH]c(=O)n(C)c(=O)c1N=O	-8%[46.1 µM]	-4%	-1%	-2%[38.3 µM]	-2.3%	-13%	2%
CNC(=O)C1CC(=O)N(CCc2ccccc2)C(=Nc2ccc(OC)cc2)S1 (stereo unspecified)	-18%	-5%	2%	-3%	-0.5%	-17%	-7%
CCOc1ccccc1Oc1c(C)oc2c(CN3CCN(CCO)CC3)c(O)ccc2c1=O	-4%[46.1 µM]	-3%	-7%	-26%[38.3 µM]	-2.7%	-4%	-10%
Cc1ccc(S(=O)(=O)Nc2cc(Cl)c(O)cc2C)cc1	-9%[46.1 µM]	2%	-4%	9%[38.3 µM]	4.0%	?	-2%
O=C1NC(=O)C(CC(=O)N(Cc2cccs2)C2(C(=O)NC3CCCC3)CCCCC2)N1 (stereo unspecified)	11%	6%	0%	-1%	-1.1%	18%	7%
